High-throughput results deposited in PubChem by Sanford-Burnham Center for Chemical Genomics.
MIN6 prolif – inducers of MIN6 beta-cell proliferation, primary screen, ATP luminescence, uHTS; proliferation, % at 10 µM; 330,000 tested, 0.29% active; AID 2380, 2010; MIN6 cells proliferation, ATPlite luminescence, 48 h; cells starved in 0.2% serum; 100% = growth in 10% serum;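 active = compounds whose signal lies at least 3.5 SD above the mean of all wells on their plate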;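 note: 0% = DMSO-treated cells in low-serum medium and 100% = 10% serum control; some compounds called inactive have numbers as strong as hits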
mIAP act – activators of mouse IAP, primary screen, biochemical, luminescence, uHTS; intestinal alkaline phosphatase [Mus musculus]; muIAP, CDP-Star luminescence, 30 min; stronger effect = higher value; 1 = vehicle-only enzyme signal, 0 = enzyme-free wells; activation factor at 10 µM; 330,000 tested, 0.24% active; AID 2805, 2010;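 active = activation factor of at least 2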; note: the source names both 10 and 20 µM as test concentration; values of inactives mirror those of a sister screen read the other way
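also added = chemiluminescent substrate CDP-Star | test system = mouse IAP enzyme | signal = chemiluminescence readout | compound = DMSO-dissolved test compounds | incubation = 30 min at room temperature | benchmarks = DMSO wells, no-enzyme wells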
SENP1 inh – human SENP1 catalytic domain inhibitors, primary screen, biochemical, FRET, uHTS | Sentrin-specific protease 1 (Homo sapiens), Q9P0U3 | recombinant SENP1 catalytic domain, CyPet-SUMO1-YPet FRET cleavage | inhibition, % at 10 µM | 360,000 tested, 0.21% active | AID 624204, 2012;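 active = inhibition at least 30% at 10 µM, raw YFP signal under a set limit, fluorescence ratio 0.5 to 1.5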;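 note: 0% = enzyme with DMSO and 100% = no enzyme wells; some results filed as inactive read as strong as hits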
Target sequence (Q9P0U3 419-644 limits assumed): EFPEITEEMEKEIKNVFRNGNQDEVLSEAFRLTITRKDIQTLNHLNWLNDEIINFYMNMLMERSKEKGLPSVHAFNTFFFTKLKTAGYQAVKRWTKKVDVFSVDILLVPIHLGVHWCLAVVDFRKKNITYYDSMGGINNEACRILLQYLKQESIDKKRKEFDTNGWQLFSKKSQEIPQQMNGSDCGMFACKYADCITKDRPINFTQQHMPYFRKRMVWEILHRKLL
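Material – human SENP1 catalytic domain · Input – SENP1 enzyme, 20 pM final · Compound dosing – single concentration of 10 µM compound, 0.5% DMSO final · Timing – enzyme reaction for 50 min at room temperature, dark · Measured by – FRET fluorescence in CFP and YFP emission channels · Control set – no-enzyme wells low, DMSO-plus-enzyme wells high control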
A3A deaminase – APOBEC3A ssDNA deaminase inhibitors, primary screen, selectivity assay for APOBEC3G inhibitor project, biochemical, FAM/TAMRA oligo cleavage fluorescence; DNA dC->dU-editing enzyme APOBEC-3A (Homo sapiens), P31941; recombinant A3A, FAM/TAMRA ssDNA deamination fluorescence; inhibition, % at 20 µM; 330,000 tested, 0.41% active;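 active = at least 40% inhibition at 20 µM here, with at most 30% in a related deaminase screen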;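 note: plate controls were A3A with DMSO for no effect and wells lacking A3A enzyme for full effect; some results filed as inactive read as strong as hits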
NLRP3 yeast inh – NALP3 inflammasome inhibitors in reconstituted yeast, primary screen, luminescence, uHTS; 330,000 tested, 0.39% active; inhibition, % at 10 µM; Yeast reconstituted NLRP3/ASC/caspase-1, beta-gal luminescence, 24 h;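 active = inhibition of 50% or more; inactive = inhibition below 50%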;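 note: plate controls were induced DMSO wells for no effect and uninduced yeast grown without galactose for full effect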
hIAP act – human IAP activators, primary screen, biochemical, luminescence, uHTS | activation factor at 10 µM | 330,000 tested, 0.16% active | AID 2524, 2010 | Intestinal-type alkaline phosphatase (Homo sapiens), P09923 | purified human IAP, CDP-Star luminescence, 30 min; stronger effect = higher value; 1 = vehicle-only enzyme, 0 = enzyme-free background;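 active = activation factor of the enzyme at least 2-fold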; note: the source names both 10 and 20 µM as test concentration; values of inactives mirror those of a sister screen read the other way
Target sequence (P09923 whole entry, looked up): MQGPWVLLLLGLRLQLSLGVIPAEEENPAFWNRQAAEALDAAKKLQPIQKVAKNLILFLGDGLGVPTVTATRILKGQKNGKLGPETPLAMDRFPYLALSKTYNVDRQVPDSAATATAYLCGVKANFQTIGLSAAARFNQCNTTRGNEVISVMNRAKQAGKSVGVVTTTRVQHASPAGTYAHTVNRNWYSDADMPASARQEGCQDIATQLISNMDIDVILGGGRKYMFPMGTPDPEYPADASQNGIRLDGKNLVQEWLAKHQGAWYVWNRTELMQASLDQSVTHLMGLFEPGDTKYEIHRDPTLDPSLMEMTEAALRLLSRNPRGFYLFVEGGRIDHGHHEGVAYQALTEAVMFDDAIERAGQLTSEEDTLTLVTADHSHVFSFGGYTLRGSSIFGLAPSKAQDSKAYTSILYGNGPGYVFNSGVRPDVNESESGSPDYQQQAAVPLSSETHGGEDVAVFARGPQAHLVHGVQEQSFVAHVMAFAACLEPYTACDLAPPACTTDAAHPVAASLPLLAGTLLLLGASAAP
A3G deaminase – APOBEC3G DNA deaminase inhibitors, primary screen, biochemical, fluorescence, single-stranded DNA substrate, uHTS; DNA dC->dU-editing enzyme APOBEC-3G (Homo sapiens), Q9HC16; recombinant A3G, ssDNA deamination FAM/TAMRA fluorescence; inhibition, % at 20 µM; 330,000 tested, 0.28% active; AID 493012, 2011;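 active = inhibition of at least 40% at 20 µM, with no more than 30% in the related APOBEC3A deaminase screen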;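 note: plate controls were DMSO wells with A3G for no effect and wells lacking A3G enzyme for full effect; some compounds called inactive have numbers as strong as hits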
mIAP inh – inhibitors of mouse IAP, primary screen, biochemical, luminescence, uHTS | intestinal alkaline phosphatase [Mus musculus] | 330,000 tested, 0.2% active | inhibition, % at 10 µM | purified mouse IAP, CDP-Star luminescence, 30 min;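 active = inhibition of at least 40% at 10 µM in the primary screen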;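 note: plate controls were DMSO with enzyme for no effect and no enzyme wells for full effect; values of inactives mirror those of a sister screen read the other way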
hIAP block – human IAP inhibitors, primary screen, biochemical, luminescence, uHTS; purified IAP, CDP-Star luminescence, 30 min; inhibition, % at 10 µM; 330,000 tested, 0.12% active;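 active = inhibition reaching a set limit with compound at 10 µM in the primary screen, cut at about 35% in these data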;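 note: plate controls were DMSO wells with enzyme for no effect and no-enzyme buffer wells for full effect; values of inactives mirror those of a sister screen read the other way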
* = called active by the depositor. The list is partial; count on the stated rates, not on these rows.

canonical_smiles	NLRP3 yeast inh	MIN6 prolif	A3A deaminase	A3G deaminase	hIAP block	mIAP act	SENP1 inh	mIAP inh	hIAP act
CN(C(=O)c1ccc(NC(=O)Cc2cccc(NC(=O)C3CCN(C(=O)C4CCCCC4)CC3)c2)cc1)C1CCCC1	-7	-3	2	-7	-9	1.4	1	-42	1.1
CCC(C)n1nnc2c(=O)oc3ccccc3c21 (configuration not stated)	-11	-1	1	-2	9	0.94	2	6	0.91
COc1ccc(C(=O)c2c(C)oc3ccc(O)cc23)cc1	25	3	-4	-4	9	0.96	2	4	0.91
O=C(/C=C/c1ccc(S(=O)(=O)N2CCOCC2)cc1)OCC(=O)c1ccc([N+](=O)[O-])cc1	-12	2	0	-5	-1	1	4	0	1
C/C(=N/NS(=O)(=O)c1ccc(Cl)cc1)c1ccc2c(c1)OCO2	1	-2	-1	-7	1	0.9	0	10	0.99
Cc1ccc(Nc2nnc(SC3CCOC3=O)s2)cc1 (configuration not stated)	-7	2	1	-8	-17	0.97	0	2	1.2
CCOc1ccc(N(CC(=O)NC2CCCC(C)C2C)S(=O)(=O)c2c(C)noc2C)cc1 (configuration not stated)	-1	-5	-4	-11	7	1.1	0	-15	0.93
O=C(CCN1C(=O)/C(=C\c2cccs2)SC1=S)NC1=NCCS1	-6	0	-1	-2	-4	0.95	-1	5	1
COc1ccc(S(=O)(=O)Nc2nnc(C(C)C)s2)cc1	3	-2	0	1	-13	0.95	0	5	1.1
Cc1ccccc1C(=O)NNC(=O)CCCCC(=O)NNC(=O)c1ccccc1C	-1	-2	-1	-5	8	0.86	0	14	0.92
CC(C)CN1CCC(=O)N([C@H](COc2ccccc2)Cc2ccccc2)CC1	11	2	-4	-9	-1	1.1	0	-10	1
O=C(COC(=O)CNC(=O)c1ccco1)Nc1ccccc1OC(F)F	9	-1	-6	-9	-6	1	4	0	1.1
Nc1nc(SCC(=O)NCCO)nc2sc3c(c12)CCCC3	4	-2	-5	-9	8	0.92	-1	8	0.92
Cc1ccc(NS(=O)(=O)c2ccc(Br)s2)cc1S(=O)(=O)N1CCOCC1	-5	-3	1	0	-7	1	-25	-2	1.1
Cc1nc(N)sc1-c1nnc(SCC(=O)Nc2nccs2)n1C	4	2	6	2	1	1.1	-2	-7	0.99

Next section, overlapping the part above by 2 compounds.
canonical_smiles	NLRP3 yeast inh	MIN6 prolif	A3A deaminase	A3G deaminase	hIAP block	mIAP act	SENP1 inh	mIAP inh	hIAP act
Cc1ccc(NS(=O)(=O)c2ccc(Br)s2)cc1S(=O)(=O)N1CCOCC1	-5	-3	1	0	-7	1	-25	-2	1.1
Cc1nc(N)sc1-c1nnc(SCC(=O)Nc2nccs2)n1C	4	2	6	2	1	1.1	-2	-7	0.99
O=C1CSC(c2cn(-c3ccccc3)nc2-c2cccs2)N1CC1CCCO1 (configuration not stated)	0	-2	-1	-1	-12	1	-1	-4	1.1
CCOc1cc(/C=C2\SC(=N)N(c3nonc3N)C2=O)ccc1OCC(N)=O	-7	-3	-4	-9	4	0.91	-6	9	0.96
CC1CC(C)CN(C(=O)c2ccc(-c3ccc([N+](=O)[O-])cc3)o2)C1 (configuration not stated)	13	-7	-2	3	8	0.9	1	10	0.92
COc1ccccc1CNC(=O)C/C(C)=N/NC(=O)Cc1ccccc1	-1	1	-2	-5	-12	1	2	-3	1.1
CC1(C)CC2(CC(c3ccccc3F)c3cc(Cl)c(O)cc3O2)NC(=S)N1 (configuration not stated)	27	-5	-1	-4	5	0.94	2	6	0.95
CCOc1ccc(CCNC(=O)COC(=O)c2cc(=O)[nH]c3ccccc23)cc1OCC	-3	0	4	-2	-2	0.98	4	2	1
COc1ccc(OC)c(-n2nnnc2SCC(=O)Nc2ccc(C(=O)N3CCCCC3)cc2)c1	11	-2	-1	23	1	1.1	1	-6	0.99
COc1ccc(COC(=O)c2ccc(S(=O)(=O)N3CCC(C)CC3)cc2)cc1	17	-2	-1	-4	-1	0.94	-1	6	1
Cc1cc[n+](CC(=O)c2cccs2)cc1	0	-2	-7	-3	1	1.1	2	-7	0.99
CSC1=NCCN1C(=O)C(C)Oc1ccccc1 (configuration not stated)	6	1	-1	-1	1	1.1	1	-8	0.99
Cc1ccc(C(=O)CSc2ncn[nH]2)cc1	-13	1	-1	-4	4	0.88	0	12	0.96
COc1ccc(-c2cn(Cc3ccc(C(N)=O)cc3)c(CCN)n2)cc1	25	-2	2	-6	0	0.99	-1	1	1
CCc1ccc(-c2nc(CS(=O)CC(=O)NCc3ccco3)c(C)o2)cc1 (configuration not stated)	3	-1	2	-5	23	0.87	-14	13	0.77
Cc1ccc(C2(c3noc(CN(C)CC4COCCO4)n3)CCCC2)cc1 (configuration not stated)	10	-4	-5	-5	-3	1.1	2	-7	1
CCCNC(=S)N1CCC(Cc2ccccc2)CC1	40	-1	-6	-6	-16	1	0	-1	1.2
CCc1ccccc1NC(=O)CNCC(=O)Nc1ccccc1CC	7	-3	-2	-1	-7	0.91	0	9	1.1
CC(c1ccon1)N(C)Cc1cn(C)nc1-c1cccc(Cl)c1 (configuration not stated)	27	2	-1	-2	10	0.96	1	4	0.9
CCOc1ccccc1OCCC(=O)N1CCN(S(=O)(=O)c2ccccc2[N+](=O)[O-])CC1	7	-1	0	-5	5	0.98	1	2	0.95
CCOC(=O)CNC(=O)CN1C(=O)CCS(=O)(=O)c2ccccc21	2	-1	3	-3	-16	1.1	1	-6	1.2
CCCNC(=O)C/C(C)=N/NC(=O)COc1ccc(C)cc1Br	8	2	-4	-3	6	0.98	1	2	0.94
Cc1ccc(C2SCC(=O)N2Cc2ccccc2)cc1 (configuration not stated)	0	-2	-1	-7	-2	0.99	1	0	1
O=C(Nc1cc(S(=O)(=O)N2CCCC2)ccc1Cl)C1=COCCO1	-2	4	0	-2	10	1.1	3	-7	0.9
COc1cccc2c(=O)n(CC(=O)N3CCc4ccccc43)ccc12	4	1	5	-2	11	0.98	-1	2	0.89
CC(C)(C)C(=O)CC1(O)C(=O)N(Cc2ccccc2)c2ccccc21 (configuration not stated)	8	0	5	-2	3	0.92	2	8	0.97
CCOC(=O)c1ccc(OC)c(OC)c1Cl	38	0	10	17	-1	1.1	3	-6	1
COc1ccc(C)cc1NC(=O)C1CCN(S(=O)(=O)c2ccc3c(c2)NC(=O)CO3)CC1	2	-3	-3	-3	-13	1	0	0	1.1
Cc1ccc2nc(-c3ccccn3)[nH]c2c1	25	-4	-5	1	-11	0.88	-2	12	1.1
COc1ccc(N(CC(=O)NCCc2ccccc2)C(=O)c2csnn2)cc1	4	-1	-2	-5	-19	1.1	-2	-6	1.2
COc1cc(/C=C2/CC(C)OC2=O)c([N+](=O)[O-])cc1OC (configuration not stated)	-3	-2	-9	-8	-4	0.99	-16	1	1
O=C(CN1C(=O)C2C3C=CC(C3)C2C1=O)Nc1ccc2c(c1)OCCO2 (configuration not stated)	9	1	-4	-1	13	0.98	0	2	0.87
O=C(OCC(=O)N1CCN(c2ccccc2)CC1)c1ccncc1	12	0	-3	-4	-1	1.1	1	-13	1
COC(=O)c1ccc(NC(=O)C23CC4CC(C2)CC(n2cncn2)(C4)C3)cc1	4	-4	-1	-2	-16	1	2	0	1.2
Cc1ccccc1NC(=S)NCc1ccccc1	9	-2	0	-7	-8	1	1	-5	1.1
COc1ccc(CCn2c(N3CCN(Cc4ccccc4)CC3)nc3c2c(=O)[nH]c(=O)n3C)cc1	-4	1	3	2	18	1	1	0	0.82
C/C(=N\Nc1nncc2ccccc12)c1ccc(O)cc1	-7	-6	-3	-6	4	0.97	1	3	0.96
Cc1cc(C)c2c(c1)/C(=N\N=c1\sc3ccccc3n1C)C(=O)N2	26	-6	0	-8	28	0.77	37*	23	0.72
CN1/C(=C\C=N\NC(=O)c2ccc(O)cc2)C(C)(C)c2ccccc21	5	-5	4	2	16	0.89	-88	11	0.84
COc1ccc(-c2nc(C#N)c(NCCc3ccccc3)o2)cc1	8	-1	-1	-1	-3	0.94	0	6	1
Cc1ccc(S(=O)(=O)N2CCN(C(=O)c3cc4c(C)nn(-c5ccccc5)c4s3)CC2)cc1	10	-3	3	0	5	0.97	2	3	0.95
O=C(c1ccc(N2C(=O)C3CC=C(Cl)CC3C2=O)cc1)N1CCCCC1 (configuration not stated)	9	0	1	8	-14	1.1	-3	-14	1.1
